# ABHD5-PLIN5 inh: inhibitors of human ABHD5-perilipin-5 interaction. Q00G26+Q8WTS1. Split G. princeps luciferase complementation, luminescence, 4 h. inhibition, % at 4 µM. actives 0.78% (n = 360,000). AID 602281;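 active means inhibition above the mean inhibition across every tested compound plus 3 SD, cut at about 22% in these data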;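 further: 0% = DMSO only wells and the 100% control is not disclosed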
# NOD2 RIPK2 PPI: NOD2-RIPK2 protein interaction inhibition | actives 0.38% (n = 360,000) | CHO BLA complementation NOD2-RIPK2, CCF4 ratio | O43353 | inhibition, % at 4.98 µM; in the data active means inhibition above about 21%;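 further: 0% = vehicle only and 100% = reference blocker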
# Target sequence (O43353 whole entry, looked up): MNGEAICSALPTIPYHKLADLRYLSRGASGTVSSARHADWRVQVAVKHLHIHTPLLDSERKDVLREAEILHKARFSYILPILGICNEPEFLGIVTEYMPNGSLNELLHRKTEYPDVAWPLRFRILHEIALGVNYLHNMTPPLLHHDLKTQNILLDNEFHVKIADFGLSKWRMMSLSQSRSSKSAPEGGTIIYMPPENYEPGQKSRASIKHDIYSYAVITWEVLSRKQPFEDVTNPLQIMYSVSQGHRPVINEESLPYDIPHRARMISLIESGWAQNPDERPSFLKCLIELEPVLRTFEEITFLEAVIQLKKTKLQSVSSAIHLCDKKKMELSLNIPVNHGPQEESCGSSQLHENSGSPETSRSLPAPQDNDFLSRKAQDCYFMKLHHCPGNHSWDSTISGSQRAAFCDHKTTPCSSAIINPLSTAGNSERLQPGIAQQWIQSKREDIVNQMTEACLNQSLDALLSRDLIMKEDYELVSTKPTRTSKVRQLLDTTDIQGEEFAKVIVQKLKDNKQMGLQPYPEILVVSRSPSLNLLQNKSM
# Exocytosis inh: blocks lytic granule exocytosis; actives 0.66% (n = 360,000); inhibition, % at 10 µM; TALL-104 LAMP-1 surface exposure, flow cytometry; cells stimulated with thapsigargin and PMA;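 active means inhibition above about 55%, limit read from the data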
# Vif inh: inhibitors of HIV Vif; HEK293T cells, Vif self-association by quenched fluorescence, imaging, 24 h; inhibition, % at 7.49 µM; actives 0.35% (n = 340,000); AID 602346; in the data active means inhibition above about 50%, passing the limit was not always enough; further: some results filed as inactive read as strong as hits
# aDG glyco act: alpha-DG glycosylation activation. activation, % at 10 µM. AID 624168. actives 0.22% (n = 360,000). Pro5-aDG cells, alpha-DG glycosylation AlphaScreen (IIH6); 0% Pro5, 100% B10-LARGE cell signal;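 active means activation of at least 8% versus controls, or a plate z-score of at least 8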;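 further: Pro5 are CHO cells carrying HIG-tagged alpha-DG that lacks glycosylation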
# ABCB6 inh MLPCN: inhibitors of human ABC transporter ABCB6. Q9NP58. K562-ABCB6 porphyrin accumulation, flow cytometry, 1 h; hits give low values. fluorescence ratio to DMSO, % at 10 µM. actives 0.19% (n = 360,000). AID 602162;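 active means fluorescence ratio to DMSO below 75%, the collection mean minus 3 SD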;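 further: signal is porphyrin accumulated inside mitochondria; 100% equals median channel fluorescence of DMSO control wells; lower ratio means ABCB6 inhibition with less porphyrin fluorescence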
# MC4R ag barr: activates human MC4R beta-arrestin recruitment; P32245; U2OS MC4R beta-arrestin complementation, luminescence; percent of melanotan II response, DMSO zero; activation, % at 8.9 µM; actives 0.98% (n = 360,000);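 active means activation above a per-plate cutoff, the mean activation of sample wells on that plate plus 3 SD, cut at about 8% in these data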
# Target sequence (P32245 whole entry, looked up): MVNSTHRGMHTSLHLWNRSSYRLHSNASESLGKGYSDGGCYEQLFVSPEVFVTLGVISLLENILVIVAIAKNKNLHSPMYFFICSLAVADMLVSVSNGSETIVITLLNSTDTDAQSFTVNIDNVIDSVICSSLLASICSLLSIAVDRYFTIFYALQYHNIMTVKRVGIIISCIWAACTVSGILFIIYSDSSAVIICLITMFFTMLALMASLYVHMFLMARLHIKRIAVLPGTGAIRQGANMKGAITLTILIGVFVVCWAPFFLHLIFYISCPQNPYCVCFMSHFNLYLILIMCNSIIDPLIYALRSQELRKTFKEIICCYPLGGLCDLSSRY
# N-glyco inh: blocks N-linked glycosylation in D54 reporter cells | D54 ERlucT glycosylation luciferase reporter, 24 h; percent of 100 nM tunicamycin response | reporter increase, % at 12.5 µM | actives 0.23% (n = 360,000);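 active means mean luciferase reporter signal, scaled so untreated is 0 and the glycosylation-blocking control 100, at or above a set limit in every replicate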;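 further: luciferase carries N-glycosylation sites so blocking glycosylation raises the light; 0% = median of neutral control wells and 100% = median of 100 nM tunicamycin wells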
# MC4R antagonist: antagonists of human melanocortin 4 receptor (MC4R); P32245; MC4R-expressing cells, MTII-stimulated cAMP, LANCE TR-FRET; inhibition, % at 6.5 µM; actives 0.48% (n = 360,000);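 active means inhibition above its plate's cutoff, the mean of tested wells on that plate plus 3 SD, cut at about 29% in these data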;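 further: 0% = Melanotan II alone and 100% = Melanotan II plus saturating MCL0020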
#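 system = U2OS cells with stable human MC4R expression | also added = Melanotan II challenge after compound preincubation | dosing = one concentration, 6.5 µM nominal | incubation = compound 30 min, challenge 1 h, detection 1 h | measured by = TR-FRET with Eu-cAMP and labeled anti-cAMP, 671 nm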
# TLR9-MyD88 inh: inhibitors of human TLR9-MyD88 binding; CHO BLA complementation TLR9-MyD88, CCF4 FRET ratio; AID 504734; Q9NR96+Q99836; actives 0.21% (n = 340,000); inhibition, % at 4.98 µM;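 active means inhibition above the mean over all tested compounds plus 3 SD, cut at about 21% in these data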;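 further: 0% = DMSO only wells and 100% = clavulanate BLA inhibitor control wells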
# An asterisk follows results filed as active; . = no result given. An excerpt; the hit share may differ from the screen's.
SMILES,ABHD5-PLIN5 inh,NOD2 RIPK2 PPI,Exocytosis inh,Vif inh,aDG glyco act,ABCB6 inh MLPCN,MC4R ag barr,N-glyco inh,MC4R antagonist,TLR9-MyD88 inh
O=C(NCc1ccccc1)c1cc(C2COCCN2S(=O)(=O)c2ccccc2)on1 (configuration not stated),-9.7,12.9,-2.8,9.8,-0.3,99.0,0.6,0.3,-2.5,.
CCOC(=O)c1cnc(SC)nc1N1CCCC1,10.8,-0.1,4.7,-5.2,2.7,94.0,5.4,-1.4,8.3,-0.9
CCC(=O)N1CCc2cc(S(=O)(=O)NCCC(=O)NCc3ccccc3OC)ccc21,3.6,-11.4,-2.9,-7.6,0.2,97.0,-2.6,-0.3,4.0,-1.7
CNc1nc(=S)[nH]c2ccccc12,2.4,-3.1,14.7,-2.1,-0.1,102.0,-1.2,1.1,15.2,-4.2
O=C(Nc1nnc(-c2ccccc2)o1)c1cccc(N2C(=O)CCC2=O)c1,-4.3,-4.2,-0.1,1.1,-0.3,106.0,-1.1,0.3,1.2,9.4
COc1ccccc1-c1cnc(C(O)c2cc(Cl)cc(Cl)c2)[nH]1 (configuration not stated),-3.6,8.4,-5.2,-6.1,0.7,96.0,-1.6,-0.4,-2.2,.
O=C(c1ccc(-c2nc3ccccc3s2)o1)N1CCN(c2ccccc2O)CC1,-2.7,0.1,-3.6,-1.4,-0.1,101.0,-1.4,-0.2,20.8,-2.2
O=C(NC(Nc1ccccn1)C(Cl)(Cl)Cl)c1ccccc1 (configuration not stated),-1.0,4.1,-0.2,-6.8,0.4,103.0,-1.9,-3.7,22.5,2.2
Cc1nc2ncnn2c(N2CCN(S(=O)(=O)c3ccc(Br)cc3)CC2)c1C,-1.7,-14.6,-2.8,0.9,4.5,100.0,-1.7,-4.2,8.8,-4.5
O=C(COC(=O)CCSc1ccccc1)NCc1ccc(F)cc1,2.9,-0.7,0.4,13.0,0.0,107.0,-1.6,1.9,5.7,2.1
CCCCNC(=O)c1cc([N+](=O)[O-])[nH]n1,3.2,-13.3,-2.1,5.5,-0.4,96.0,-4.1,0.3,15.1,-0.3
Cc1ccc(S(=O)(=O)N2[C@@H](c3ccc(C(C)(C)C)cc3)C(C(=O)O)=CC[C@H]2c2cccs2)cc1,-8.1,-6.1,0.4,.,-0.2,96.0,1.2,-0.2,-7.9,-1.1
O=P(c1ccccc1)(c1ccccc1)C(O)c1ccco1 (configuration not stated),-4.8,-5.5,-1.1,8.1,0.0,158.0,-2.0,1.3,-1.1,-4.1
O=C(Nc1ccc(F)cc1)NC1CCN(Cc2c(F)cccc2Cl)CC1,3.1,-10.4,-3.8,-5.1,0.9,95.0,-0.8,-4.4,11.0,-1.2
CC(/C=C/c1ccccc1)=N\NC(=O)C1CC1(C)c1ccccc1 (configuration not stated),-4.0,12.9,5.4,-9.2,0.2,94.0,1.8,-1.7,-1.0,-3.3
CCCc1cc(=O)oc2cc(OCC(=O)N3C[C@H]4C[C@@H](C3)c3cccc(=O)n3C4)c(Cl)cc12,3.5,-9.3,-0.6,-8.9,0.1,103.0,-0.8,-3.8,9.8,-6.4
O=S(=O)(Cc1nnnn1-c1ccc(Br)cc1)c1ccc(F)cc1,3.8,7.7,-6.7,-4.2,-0.1,100.0,-0.6,-0.3,6.7,-11.4
COCC(C)n1c(SCC(=O)Nc2c(C)n(C)n(-c3ccccc3)c2=O)nc2ccccc2c1=O (configuration not stated),-1.3,0.6,-1.5,-2.6,0.2,98.0,1.9,1.1,19.1,-17.1
CNC(=S)Nc1ccc(Cc2ccncc2)cc1,-4.6,4.6,-13.4,0.6,0.0,94.0,-1.7,-0.1,16.3,-3.6
O=C(CN1C(=O)NC2(CCCCCCC2)C1=O)NC(=O)NCc1ccco1,8.9,-0.2,-1.0,4.5,-0.2,90.0,-0.7,0.6,-0.4,3.8
CC(=O)Nc1ccc(S(=O)(=O)N2CCN(c3cc(C(F)(F)F)ccn3)CC2)cc1,-4.7,-5.2,-2.0,2.0,0.2,100.0,-1.5,-1.1,10.5,12.3
O=C1N/C(=N/N=C/c2ccc(F)cc2)SC1c1ccccc1 (configuration not stated),-3.4,-75.8,8.5,.,-0.2,94.0,-1.6,-1.0,-1.5,.
Cc1cccc(NC(=S)N/N=C/C(C)c2ccccc2)c1C (configuration not stated),-0.1,-3.1,0.1,2.2,1.5,97.0,-1.6,-1.9,-1.2,0.0
COc1ccc(OCC2CCNCC2)cc1,-3.1,0.7,-12.0,10.3,0.0,98.0,1.8,-2.0,-2.0,-14.2
COc1ccc(C(C(=O)Nc2c(C)cccc2C)n2c(=O)c(-c3ccccc3)nc3ccccc32)cc1 (configuration not stated),-3.6,-3.5,9.0,.,0.0,.,.,.,.,.
C/C=C(/C)C(=O)OC1Cc2c(ccc3ccc(=O)oc23)OC1(C)C (configuration not stated),-3.5,-14.4,-3.6,-11.7,0.1,103.0,3.1,9.3,8.3,-9.7
COc1ccc(OCc2nnc(SC(C)C(=O)Nc3ccc(N4CCOCC4)cc3)n2C)cc1 (configuration not stated),-1.1,1.4,2.5,-1.8,-0.1,97.0,-4.0,-2.8,4.5,-1.3
CCN(CC)C1=C(Cl)C(=O)C(Cl)C12OCCO2 (configuration not stated),-3.2,-5.0,-6.3,-5.3,-0.2,106.0,0.8,0.8,-1.0,.
CCc1ccc(/C=C2\SC(=S)N(CCCC(=O)Nc3ccccc3C(=O)O)C2=O)cc1,-3.9,-7.3,16.3,3.6,-0.3,90.0,-0.5,-1.7,-0.8,-9.4
O=C(CSC1=NCCS1)Nc1nc(-c2ccccc2)cs1,1.9,4.6,-1.7,5.5,0.1,93.0,-0.3,2.2,3.9,7.4
Cc1cccc(OCCCn2c(=O)sc3ccccc32)c1,-10.5,14.4,-1.3,.,0.1,89.0,-2.1,-2.8,-0.5,-4.3
COc1cc2c(cc1/C=C1/NC(=O)N(c3ccccc3)C1=O)OCO2,4.2,2.9,-2.3,-5.4,0.2,100.0,0.1,0.2,-3.1,-2.8
CC(C)[C@H](NC(=O)c1c(F)cccc1F)C(=O)Nc1cccc(Br)c1,-6.4,2.4,9.4,-17.5,0.2,91.0,8.6*,-1.9,-0.9,15.8
Cc1noc(C)c1CSc1cc(C)c2ccccc2n1,-4.3,8.6,2.0,-8.5,0.1,104.0,1.8,2.9,-12.3,-2.5
O=C(Nc1nc2ccccc2s1)c1ccc(Cl)s1,-2.0,0.7,15.2,-5.1,-0.2,100.0,2.6,-3.3,17.7,-5.9
CCN(CC)S(=O)(=O)c1cc(OC)ccc1N=Nc1ccc(O)c2ncccc12,19.7,-1.9,12.6,1.9,-0.5,97.0,-3.2,-17.4,0.9,7.8
Cc1ccc(N2CC(C(=O)NCCS(=O)(=O)N3CCN(c4ccccc4)CC3)CC2=O)cc1 (configuration not stated),3.2,1.4,0.1,0.3,0.0,96.0,-0.3,2.8,5.9,8.6
O=C(COC(=O)COc1ccc(Br)cc1)NC1CCCC1,4.2,-10.9,-0.1,22.6,-0.2,95.0,-1.2,0.9,2.5,4.2
CCOc1ccc2c(c1)C(N(CCN1CCOCC1)C(=O)Nc1ccc(OC)cc1OC)CC(C)(C)O2 (configuration not stated),0.0,0.0,-5.4,0.7,1.1,96.0,-1.6,-0.3,4.3,0.6
Cc1ccc(S(=O)(=O)N/N=C/c2cccs2)cc1,6.8,0.3,1.8,2.0,-0.5,98.0,-0.9,-0.1,5.8,5.7
CCc1ccc(N=C2NC(=O)/C(=C/c3ccc(OCC(=O)O)cc3)S2)cc1,5.3,0.3,4.5,-4.2,0.0,99.0,0.1,1.7,7.4,-8.9
Cc1ccc(C(=O)Nc2ccc(N3CCN(C(=O)c4ccco4)CC3)cc2)c(Cl)c1,9.1,-2.2,5.7,-3.9,0.1,91.0,2.5,-6.8,7.8,16.4
CC(CCc1ccccc1)NC(=O)Cc1cccs1 (configuration not stated),-4.8,-4.6,-1.3,-3.5,0.3,103.0,-2.1,1.0,12.8,-11.2
CN(C(=O)COC(=O)c1cn(-c2ccccc2)nc1-c1ccccc1)C1CCS(=O)(=O)C1 (configuration not stated),6.4,-3.9,-1.3,0.7,-0.2,101.0,0.7,-1.3,17.4,-1.9
COc1cc(C(C)=O)ccc1Oc1ncnc2c1cnn2-c1cccc(Cl)c1,-1.7,-9.9,-0.1,0.7,0.5,133.0,-1.1,-0.1,1.6,-4.0
Cc1ccnc(NC(c2ccccn2)c2c(C)[nH]c3ccccc23)c1 (configuration not stated),-12.3,9.9,-3.9,1.3,0.6,98.0,0.7,-4.5,7.6,2.5
O=C(OCC(=O)N1CCOCC1)c1ccc(Cl)cc1[N+](=O)[O-],-3.2,-4.1,2.3,3.9,0.1,95.0,0.1,4.8,-3.6,-1.7
Cc1cc(OC(F)F)ccc1NC(=S)NC1CCCC1,0.2,-10.8,2.0,16.1,0.3,96.0,-0.3,-3.0,5.8,-6.2

# Taken from above:
# MC4R ag barr result of Cc1ccnc(NC(c2ccccn2)c2c(C)[nH]c3ccccc23)c1 (configuration not stated) : 0.7
# MC4R antagonist result of Cc1ccc(S(=O)(=O)N/N=C/c2cccs2)cc1 : 5.8

# (next part)
SMILES,ABHD5-PLIN5 inh,NOD2 RIPK2 PPI,Exocytosis inh,Vif inh,aDG glyco act,ABCB6 inh MLPCN,MC4R ag barr,N-glyco inh,MC4R antagonist,TLR9-MyD88 inh
CCCc1cc(=O)oc2c(C)c(OCC(=O)NC3CCN(Cc4ccccc4)CC3)ccc12,-1.3,6.7,8.0,-4.4,-0.2,106.0,-0.9,1.1,-1.2,-0.1
Cc1nc(NC(=O)CSc2nnc(C3CC3)n2C)sc1C,-4.0,6.9,-11.3,-12.2,0.0,98.0,-0.1,2.1,1.2,-3.0
CC(C)CN(C(=O)c1ccco1)C1CCS(=O)(=O)C1 (configuration not stated),-3.2,5.1,13.4,-4.1,0.2,99.0,-2.5,1.8,4.1,0.9
Cc1ccc(S(=O)(=O)N2CCOC23CCN(S(=O)(=O)c2c(C)cc(C)cc2C)CC3)cc1,-9.2,-12.1,-7.0,4.9,0.6,78.0,3.0,-6.4,-1.5,1.6
COc1cc(OC)cc(C(=O)NNC(=O)CN2C(=O)NC(C)(c3ccccc3)C2=O)c1 (configuration not stated),3.4,-3.7,-2.5,-4.4,0.3,93.0,4.8,-0.8,0.5,4.8
Cc1ccc(NC(=O)c2ccc(F)cc2F)cc1,-1.4,-3.6,14.2,-3.3,0.4,95.0,0.3,-7.4,-5.1,-10.6
O=C1c2ccccc2C(O)(c2ccccc2)N1c1ccncc1 (configuration not stated),9.3,2.3,4.3,-5.0,0.2,98.0,-0.8,0.1,14.4,-9.2
Cc1cc(NC(=O)c2ccc3c(c2)OCCO3)ccc1NC(=O)c1cc2ccccc2o1,-2.8,5.2,5.0,-3.0,-0.2,97.0,1.4,-6.5,13.2,-9.8
O=S(=O)(c1ccc(NC(=S)NCc2ccco2)cc1)N1CCCCC1,-5.1,-9.2,1.6,2.5,-0.1,106.0,-1.6,0.2,2.1,-5.6

# Bioassay records from PubChem BioAssay.
